TAAR1 agonist: agonists of human TAAR1. Q96RJ0. CHO RD-HGA16 TAAR1, Fluo-8 calcium fluorescence; vehicle wells 0%, saturating PEA agonist 100%. activation, % at 3 µM. 360,000 compounds, 0.99% hits. AID 624467;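 active = activation above the mean activation of all test compounds in the run plus 3 SD, cut at about 38% in these data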
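Test system: RD-HGA16 (CHO) cells co-expressing Gα16 and hTAAR1 | Doses: Single dose, 3 µM | Schedule: 17-24 h seeding, 75 min 37 °C dye, 30 min RT | Evaluation: % activation from peak over basal fluorescence ratio, DMSO-to-PEA scaled | Technique: Kinetic Fluo-8 calcium fluorescence | Benchmarks: Low control DMSO, high control PEA (EC100)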
OXTR potentiator: potentiates the human oxytocin receptor response. P30559. CHO-OTR cells, Fluo-8 calcium fluorescence, potentiator mode; 0% = oxytocin EC15, 100% = EC100. activation, % at 3 µM. 320,000 compounds, 0.061% hits. AID 2445;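 active = activation above that plate's cutoff, the mean activation of tested compounds plus 3 SD, cut at about 6.6% in these data, passing the limit was not always enough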;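 note: 100% uses oxytocin at 75 nM as the full agonist control; some results filed as inactive read as strong as hits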
Target sequence (P30559 whole entry, looked up): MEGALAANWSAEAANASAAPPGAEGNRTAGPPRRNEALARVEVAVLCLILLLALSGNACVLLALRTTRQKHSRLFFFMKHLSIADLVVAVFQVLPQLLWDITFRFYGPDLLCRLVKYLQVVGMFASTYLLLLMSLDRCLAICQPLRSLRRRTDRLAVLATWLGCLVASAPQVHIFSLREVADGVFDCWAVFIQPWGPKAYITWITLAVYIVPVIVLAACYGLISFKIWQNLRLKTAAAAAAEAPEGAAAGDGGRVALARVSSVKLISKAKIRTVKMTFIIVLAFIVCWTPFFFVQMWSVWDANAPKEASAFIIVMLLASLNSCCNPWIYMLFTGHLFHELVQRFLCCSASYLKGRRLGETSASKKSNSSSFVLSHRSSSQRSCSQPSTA
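assay system = CHO-OTR cells, human receptor | schedule = compound 6 min at room temperature before oxytocin, 100 s read | detection = Fluo-8 intracellular calcium fluorescence, ex 470-495, em 515-575 nm | evaluation = normalized max/min fluorescence ratio, % activation | control set = EC15 oxytocin alone as 0%, 75 nM oxytocin (EC100) as 100%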
CHO-K1 Ca PAM: counter-screen for M1 PAMs: effect in parental CHO-K1 cells; activation, % at 3 µM; AID 602247; ATP EC20, Fluo-8 calcium fluorescence; 0% at ATP EC20, 100% at ATP max; 360,000 compounds, 0.02% hits;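 active = activation above the run cutoff, the mean activation of all test compounds plus 3 SD, cut at about 40% in these data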;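 note: peak over basal fluorescence ratio in a 140 s read after ATP addition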
CHO parental Ca: counter-screen: ATP calcium response change in parental CHO cells; 330,000 compounds, 0.63% hits; parental CHO-K1, ATP-induced calcium, Fluo-8 fluorescence; AID 463079; inhibition, % at 5.6 µM;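 active = inhibition above that plate's mean sample inhibition plus 3 SD, cut at about 26% in these data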;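 note: 0% = ATP-challenged DMSO wells and 100% = DMSO wells without ATP; some compounds past the cut are filed as inactive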
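Material – parental CHO cells · Reagent – ATP stimulus · Compound – single nominal dose of 5.6 µM per compound · Detection – Fluo-8 fluorescence · Read-out basis – percent inhibition of calcium signal · Controls – ATP-challenged DMSO wells low, unchallenged DMSO wells high · Repeats – no replicates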
TAAR1 antagonist: human TAAR1 antagonism; Q96RJ0; CHO RD-HGA16 TAAR1, Fluo-8 calcium fluorescence, antagonist; inhibition, % at 3 µM; 360,000 compounds, 1.5% hits; AID 624466;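 active = inhibition above a per-plate cutoff, the mean inhibition of test compounds on that plate plus 3 SD, cut at about 49% in these data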;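 note: 0% = DMSO plus EC80 beta-PEA response and 100% = DMSO alone without agonist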
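Test system: RD-HGA16 CHO cells with stable hTAAR1 and Gα16 / Probe or stimulus: EC80 β-phenethylamine stimulus / Times: seeding 17-24 h prior, 75-min 37 °C, 30-min RT dye loading / Detection: Fluo-8 calcium-sensitive fluorescence / Read-out basis: % inhibition scaled between DMSO and EC80 PEA controls / Repeats: singlicate, one well per test compound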
M1 ag parental: counter-screen for M1 agonists: effect in parental CHO-K1 cells | 360,000 compounds, 0.48% hits | activation, % at 3 µM | Fluo-8 calcium fluorescence; scaled to maximal ATP response, vehicle zero; in the data active = activation above about 15%;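 note: untransfected CHO-K1 host cells lacking M1 receptor as counterscreen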
CHO-K1 Ca antag: M1 antagonist counterscreen hit in parental CHO-K1 cells. 360,000 compounds, 0.6% hits. ATP-induced calcium, Fluo-8 fluorescence. AID 602250. inhibition, % at 3 µM;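 active = inhibition above a per-plate cutoff, the plate's mean sample inhibition plus 3 SD, cut at about 24% in these data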;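 note: 0% = DMSO plus EC80 ATP and 100% = DMSO alone without ATP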
M1 antag: antagonists of human M1 muscarinic receptor. P11229. CHO-K1 hM1, Fluo-8 calcium fluorescence, ACh EC80 antagonist. inhibition, % at 3 µM. 360,000 compounds, 1.3% hits. AID 588852;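 active = percent inhibition above its own plate's cutoff, namely the mean of that plate's compound wells plus 3 SD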;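 note: peak over basal fluorescence ratio during 140 s after agonist addition; 0% = ACh EC80 plus DMSO and 100% = DMSO alone without agonist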
Target sequence (P11229 whole entry, looked up): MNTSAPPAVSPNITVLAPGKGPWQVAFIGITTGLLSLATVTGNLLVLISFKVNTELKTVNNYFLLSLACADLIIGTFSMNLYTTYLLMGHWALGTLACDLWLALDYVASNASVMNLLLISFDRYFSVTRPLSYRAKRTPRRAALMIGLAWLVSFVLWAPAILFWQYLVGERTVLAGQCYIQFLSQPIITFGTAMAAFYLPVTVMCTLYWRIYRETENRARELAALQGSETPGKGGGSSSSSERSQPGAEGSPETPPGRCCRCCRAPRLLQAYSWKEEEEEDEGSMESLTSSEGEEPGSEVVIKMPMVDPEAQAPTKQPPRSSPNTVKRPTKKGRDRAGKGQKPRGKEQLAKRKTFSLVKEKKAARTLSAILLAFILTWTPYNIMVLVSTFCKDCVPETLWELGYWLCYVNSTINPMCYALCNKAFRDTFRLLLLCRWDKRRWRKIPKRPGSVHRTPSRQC
CHRM1 agonist: activates human CHRM1 receptor; 360,000 compounds, 0.33% hits; AID 588814; activation, % at 3 µM; CHO-K1 hM1, Fluo-8 calcium fluorescence, agonist mode; 0% DMSO, 100% acetylcholine EC100;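 active = activation above the run's mean compound activation plus 3 SD, cut at about 16% in these data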;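 note: peak over basal fluorescence ratio within a 140 s kinetic read after compound addition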
The depositor's hits bear a star; x = not tested or not shown.

#1 Cc1cccc(C)c1NC(=O)N1CCCCCCC1
#2 CCOC(=O)n1c(=O)n(Cc2ccccc2C)c2ccccc21
#3 Cn1cnnc1SCC(=O)NCc1cccc(C(F)(F)F)c1
#4 COc1cccc(C(=O)O/N=C(\N)Cc2ccc(Cl)cc2)c1
#5 O=C(Nc1cccc(-c2nc3ccccc3c(=O)o2)c1)c1ccccc1
#6 Cc1c(NC(=O)C(C)OC(=O)/C=C/c2ccc3c(c2)OCO3)c(=O)n(-c2ccccc2)n1C (configuration not stated)
#7 CC(=O)N[C@H]1[C@H](Oc2ccc3c(c2)CCC2C3CC[C@]3(C)C(=O)CCC23)O[C@H](CO)[C@@H](O)[C@@H]1O (some centres not stated)
#8 COc1ccccc1C1=CN(Cc2ccccc2)CCC1=O
Assay by compound,1,2,3,4,5,6,7,8
TAAR1 agonist,0,-1,10,1,6,2,2,8
OXTR potentiator,-12,-17,-2,-6,-12,-1,-2,11
CHO-K1 Ca PAM,2,-15,13,-9,7,12,7,-2
CHO parental Ca,-18,-3,-9,-23,7,-7,-15,-14
TAAR1 antagonist,-8,-23,14,-7,0,14,-6,6
M1 ag parental,-0.3,-1.0,0.2,0.0,0.5,0.3,0.5,0.3
CHO-K1 Ca antag,-2,9,-9,20,9,-9,-1,-13
M1 antag,0,-2,-8,-4,7,-6,-5,-8
CHRM1 agonist,-6,-2,-5,-7,-1,-8,-2,-4

#9 CC1CCCN(C(=S)NCc2ccccc2)C1 (configuration not stated)
#10 O=C(NC(Cc1ccccc1)C(=O)NCCc1ccccn1)c1ccccc1 (configuration not stated)
#11 Cc1ccc2nc(N3CCOCC3)c(C=O)cc2c1
#12 Cc1ccc(C(=O)O)cc1NC(=O)C1=CSCCO1
#13 CC(C)C(NC(=O)CNC(=O)OC(C)(C)C)C(=O)NCc1ccc(Cl)cc1 (configuration not stated)
#14 O=C(O)c1ccc(CSc2nnc(-c3ccncc3)n2-c2ccc(Br)cc2)cc1
#15 O=C1c2ccccc2C(=O)N1CC1CO1 (configuration not stated)
#16 Cc1ccccc1C(=O)NC=C1C(=O)OC(C)(C)OC1=O
Assay by compound,9,10,11,12,13,14,15,16
TAAR1 agonist,2,2,3,5,1,0,7,15
OXTR potentiator,-2,-7,-2,-9,-6,-1,x,4
CHO-K1 Ca PAM,21,20,21,-2,-5,6,27,12
CHO parental Ca,5,-3,-8,-6,-6,-4,x,-8
TAAR1 antagonist,-13,5,-1,-19,17,-2,-21,10
M1 ag parental,0.6,0.6,1.6,0.3,0.3,-0.1,1.0,3.8
CHO-K1 Ca antag,-11,3,-5,-13,2,-3,-16,-1
M1 antag,0,-17,-15,-12,-6,9,-16,-6
CHRM1 agonist,-5,-3,-4,-3,-4,-2,-1,-4

#17 O=S(=O)(c1ccc(F)cc1)c1nc(-c2ccccc2)oc1N1CCOCC1
#18 Cc1cccc(NC(=O)c2ccc(S(=O)(=O)N3CCOCC3)cc2)n1
#19 Cc1c(Cl)cccc1NC(=S)NCC(O)c1ccccc1 (configuration not stated)
#20 O=C(c1cc([N+](=O)[O-])ccc1Cl)N1CCN(c2ccc(F)cc2)CC1
#21 CCOC(=O)[C@H]1[C@H]2COc3cc(OC)ccc3[C@@H]2N2C(=O)CN(C)C(=O)[C@@]12C
#22 Cc1cccn2c(CN(C)C3CCCc4ccccc43)c(C(=O)N3CCOCC3)nc12 (configuration not stated)
#23 CCOC(=O)C1(Cc2cccc(Cl)c2)CCCN(C(=O)c2cccc(C)n2)C1 (configuration not stated)
#24 C=CCOC(=O)C1=C(C)NC(SCC(=O)OCC)=C(C#N)C1c1ccc(O)c(OC)c1 (configuration not stated)
Assay by compound,17,18,19,20,21,22,23,24
TAAR1 agonist,0,9,6,2,6,9,0,x
OXTR potentiator,-2,2,-8,-7,-4,-5,-4,x
CHO-K1 Ca PAM,1,1,26,21,6,9,7,16
CHO parental Ca,-4,-8,-4,-7,3,-31,-15,x
TAAR1 antagonist,-11,5,-3,2,7,6,-32,x
M1 ag parental,-0.7,-0.4,4.2,1.8,0.5,3.4,0.6,0.9
CHO-K1 Ca antag,-6,-6,-14,-10,-7,6,-3,-1
M1 antag,-1,6,-14,-10,-5,6,11,-2
CHRM1 agonist,-2,-3,1,-6,-2,-7,-2,-4

#25 O=C(CSC1=NCCN1)Nc1cccc([N+](=O)[O-])c1
#26 Cc1c(NS(=O)(=O)c2ccc(NCCN3CCOCC3)c([N+](=O)[O-])c2)c(=O)n(-c2ccccc2)n1C
#27 COc1ccc(C(=S)N2CCOCC2)cc1OC(=O)c1cc(OC)c(OC)c(OC)c1
#28 Cn1c(=O)c2c(nc(NCCc3ccccc3)n2Cc2ccc(F)cc2)n(C)c1=O
#29 COc1ccc(C2=C(Nc3ccccc3)c3ccccc3C2=O)cc1
#30 Clc1ccc(CNCCCSc2ncccn2)cc1
#31 CCNS(=O)(=O)c1c(C)cc(N2CCCC2=O)cc1C
#32 COc1ccc(NC(=O)C2CC(=O)N(c3ccccc3C)C2)c(OC)c1 (configuration not stated)
Assay by compound,25,26,27,28,29,30,31,32
TAAR1 agonist,1,5,-1,1,-1,0,2,-1
OXTR potentiator,5,-7,9,2,-8,-1,0,-13
CHO-K1 Ca PAM,-9,16,-6,22,9,5,7,12
CHO parental Ca,-5,-6,-11,-20,-31,-16,3,-4
TAAR1 antagonist,-5,4,9,-9,-6,12,-15,0
M1 ag parental,4.7,-0.8,0.2,0.4,1.1,-0.3,0.4,1.7
CHO-K1 Ca antag,-1,-19,-1,-14,0,3,-2,-12
M1 antag,1,-10,-9,-14,1,-5,-10,-14
CHRM1 agonist,-8,-3,0,-3,-8,-8,-4,-1

Reformatted: entries from further up
Value order: TAAR1 agonist	OXTR potentiator	CHO-K1 Ca PAM	CHO parental Ca	TAAR1 antagonist	M1 ag parental	CHO-K1 Ca antag	M1 antag	CHRM1 agonist
31	CCNS(=O)(=O)c1c(C)cc(N2CCCC2=O)cc1C
  2	0	7	3	-15	0.4	-2	-10	-4
30	Clc1ccc(CNCCCSc2ncccn2)cc1
  0	-1	5	-16	12	-0.3	3	-5	-8

Other structures:
#33 O=C(/C=C/c1ccc(Cl)cc1)c1ccc([N+](=O)[O-])o1
#34 Cc1ccc(NCc2nnc(SCC(=O)Nc3nnc(C)s3)n2C)cc1
#35 COCCNC(=O)C1CC(c2ccc(C(F)(F)F)cc2)=NO1 (configuration not stated)
#36 O=c1ccn([C@@H]2O[C@H](CNS(=O)(=O)c3cc4ccccc4s3)[C@@H](O)[C@H]2O)c(=O)[nH]1
#37 CC(C)c1nc2ccccn2c1NC1CCCCC1
#38 c1ccc(CSc2nnnn2-c2cccc3ccccc23)nc1
#39 COc1cccc(NC(=O)Nc2ccc(Cc3ccncc3)cc2)c1
#40 O=C(N/N=C/c1cccc2ccccc12)c1ccccc1Cl
Assay by compound,33,34,35,36,37,38,39,40
TAAR1 agonist,27,-1,14,0,3,6,5,-2
OXTR potentiator,0,-5,-1,x,-5,-6,-9,x
CHO-K1 Ca PAM,-2,22,-15,-4,12,18,-7,-1
CHO parental Ca,-20,-3,2,x,-5,-11,-6,x
TAAR1 antagonist,17,11,-13,9,-9,-15,11,-6
M1 ag parental,0.4,2.3,0.5,-0.3,0.5,1.8,9.5,0.2
CHO-K1 Ca antag,-9,-5,6,5,-8,-9,7,-8
M1 antag,-3,-6,6,0,-6,-17,4,-7
CHRM1 agonist,-2,-8,2,-2,0,-4,0,-1

Limited to M1 antag, M1 ag parental and TAAR1 agonist, for some of the entries so far:
item | SMILES | M1 antag | M1 ag parental | TAAR1 agonist
38 | c1ccc(CSc2nnnn2-c2cccc3ccccc23)nc1 | -17 | 1.8 | 6
39 | COc1cccc(NC(=O)Nc2ccc(Cc3ccncc3)cc2)c1 | 4 | 9.5 | 5

Further structures:
#41 COc1ccc(NC(=O)CSc2nnc(CNc3ccc(C)cc3)n2C)cc1
#42 O=C(CN1C(=O)c2ccccc2S1(=O)=O)c1ccc(O)c(O)c1
#43 CCOC(=O)C1(CCOc2ccccc2)CCN(Cc2ccc(O)c(OC)c2)CC1
#44 COc1cccc(-c2cc(C(=O)N3CCOCC3)no2)c1
#45 COC(=O)C(CC(=O)O)NCc1ccco1 (configuration not stated)
#46 Cc1cc(C)cc(NC(=O)c2ccc(S(=O)(=O)N(C)CC3CCCO3)cc2)c1 (configuration not stated)
#47 O=C(CCC(C(=O)O)N1C(=O)c2ccccc2C1=O)Nc1ccccc1 (configuration not stated)
#48 CN(C)CCCNc1ncnc2c1cnn2-c1ccccc1
Assay by compound,41,42,43,44,45,46,47,48
TAAR1 agonist,2,0,11,3,0,0,3,x
OXTR potentiator,7,0,-7,-12,3,3,x,-5
CHO-K1 Ca PAM,24,8,-19,-4,12,10,-3,-8
CHO parental Ca,-11,-3,-11,-13,-4,-26,x,-5
TAAR1 antagonist,1,0,-6,-6,3,-1,-21,x
M1 ag parental,0.2,-0.1,3.9,0.3,0.0,2.2,-0.4,0.3
CHO-K1 Ca antag,-4,1,11,-7,-14,-2,-12,-10
M1 antag,-4,-10,4,-15,-9,-11,-11,-29
CHRM1 agonist,-8,0,-8,-1,-2,-2,2,-7

#49 Cc1ccc(NC(=O)c2ccc(COc3ccc4c(c3)CCC4)cc2)c(C)c1
#50 CN(C)S(=O)(=O)c1ccccc1C#N
#51 CC(OC(=O)C1CCCCC1)c1nc2ccccc2[nH]1 (configuration not stated)
#52 CCOC(=O)c1cnc(SCC(C)C)nc1N
#53 CCN=c1scc(C)n1/N=C/c1cc(Br)c(O)c(Br)c1
#54 CCCn1c(SCC(=O)Nc2nnc(CC)s2)nnc1-c1ccco1
#55 O=C(Nc1nc2ccccc2[nH]1)c1ccc([N+](=O)[O-])cc1
Assay by compound,49,50,51,52,53,54,55
TAAR1 agonist,0,12,0,0,-1,7,2
OXTR potentiator,-8,2,-3,2,-4,-6,-6
CHO-K1 Ca PAM,26,17,12,0,8,2,2
CHO parental Ca,-6,3,-4,-7,-9,-9,-8
TAAR1 antagonist,-12,-11,-2,-22,-12,1,2
M1 ag parental,5.5,0.2,0.4,0.2,0.7,0.1,0.6
CHO-K1 Ca antag,-5,-4,-1,5,-15,-4,2
M1 antag,-11,-12,-14,-8,-1,-20,0
CHRM1 agonist,-7,-1,-5,-3,-3,-2,-6
